# PGC1a acetyl inh – lowers PGC1a acetylation signal in U2OS cells | AlphaScreen anti-acetyl-lysine; with virally co-expressed GCN5 acetyltransferase | inhibition, % at 15.6 µM | actives 0.17% (n = 350,000);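 active = every replicate shows inhibition of at least 40%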;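 also: 0% = neutral control wells and 100% = positive control wells; some results beyond the cut were filed as inactive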
# EWS-Fli block – inhibitors of EWS/Fli oncoprotein transcriptional activity; AID 651661; A673 NR0B1-luciferase reporter, viability-normalised; actives 0.67% (n = 350,000); inhibition, % at 12.6 µM;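 active = mean inhibition of at least 50% after viability correction, with every replicate also passing that limit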;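 also: firefly luciferase signal divided by Alamar Blue viability fluorescence both relative to DMSO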
# PAX8 reporter – lowers PAX8-driven luciferase in RMG-I cells; AID 652154; RMG-I TPO-luciferase reporter, SteadyGlo, 24 h; inhibition, % at 12.6 µM; actives 1.2% (n = 360,000);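 active = mean replicate inhibition at least 60% with every replicate also reaching 60%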;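 also: luciferase light reporting Pax8 driven TPO promoter activity; plate controls were median of neutral control wells for no effect and mitoxantrone controls for full effect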
# Cneo AK release – Cryptococcus neoformans lysis via adenylate kinase release; actives 0.2% (n = 360,000); lysis activity, % at 15 µM; AID 651654; C. neoformans lysis, adenylate kinase release luminescence, 4 h; normalised: neutral wells 0, clomiphene wells 100;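 active = mean lysis activity across replicates of at least 80%, whatever share of replicates individually reach that level; inactive = mean lysis activity below 80%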
#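 read-out = cell lysis signal | test system = log-phase Cryptococcus neoformans yeast cells | input = cells at 5 × 10^6 per mL | medium = fresh YPD growth medium | signal = luminescent adenylate kinase detection reagent | timing = 4 h at 37 °C static, read 1 h later | dosing = single dose | controls = Clomiphene as positive lysis control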
# CASP6 VEID inh – caspase-6 (human) enzyme inhibition; P55212; purified caspase-6, Z-VEID-R110 cleavage fluorescence; inhibition, % at 12.5 µM; actives 0.53% (n = 350,000);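 active = mean inhibition across replicates at least about 35%, with every replicate also reaching that limit, limit read from the data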;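 also: 0% = median of neutral control wells and 100% = no fluorescence left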
# Target sequence (P55212 24-179 limits assumed): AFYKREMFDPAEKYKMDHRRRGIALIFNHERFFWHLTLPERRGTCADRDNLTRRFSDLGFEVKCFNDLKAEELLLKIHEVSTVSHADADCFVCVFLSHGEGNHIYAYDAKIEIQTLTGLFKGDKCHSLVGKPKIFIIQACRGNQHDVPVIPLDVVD
# Target sequence (P55212 194-293 limits assumed): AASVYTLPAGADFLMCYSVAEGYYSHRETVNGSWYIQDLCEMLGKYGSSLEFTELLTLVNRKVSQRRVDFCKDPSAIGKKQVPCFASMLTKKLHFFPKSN
# LGR2 inh – blocks bursicon-induced cAMP signaling via Drosophila LGR2 | HEK293 LGR2, CRE-luciferase, bursicon-stimulated, 4 h | inhibition, % at 9.99 µM | actives 0.35% (n = 380,000);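 active = drop in luminescence signal, shown as inhibition above about 50% in the replicate tests, limit read from the data, passing the limit was not always enough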;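 also: agonist challenge used bursicon conditioned medium at about half maximal strength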
# miR122 inh – blocks miR-122 activity in Huh7 sensor cells; Huh7 miR-122 Renilla luciferase sensor, 48 h; neutral wells = 0, positive control = 100; actives 0.3% (n = 340,000); activation (reporter increase), % at 12.5 µM;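 active = mean replicate activation score at least 90 and every replicate individually at or above 90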;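 also: higher luciferase means less miR-122 activity so hits act as miR-122 inhibitors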
# FN deposition inh – fibronectin deposition inhibition; AH1F fibroblasts, Alexa488-fibronectin deposition fluorescence, overnight; inhibition, % at 12.6 µM; actives 0.086% (n = 350,000);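 active = mean inhibition across replicates of 30% or more, regardless of how many single replicates reach that level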;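 also: positive control wells lacked labelled fibronectin entirely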
#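 Material – AH1F fibroblast monolayer, labelled fibronectin deposition · Reagent – labelled fibronectin 24 nM · Timing – 1 h adhesion, overnight exposure · Measured by – fluorescence at 485 nm excitation, 525 nm emission · Read-out – inhibition of fibronectin deposition signal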
# Numbers without * were called inactive; . = not tested or not shown; [ ] = dose if it differs, or a comment.
SMILES,PGC1a acetyl inh,EWS-Fli block,PAX8 reporter,Cneo AK release,CASP6 VEID inh,LGR2 inh,miR122 inh,FN deposition inh
CC1CC(C)CN(C(=O)C2CC(=O)N(c3ccc(F)cc3)C2)C1 (configuration not stated),0,0,-3,0,0,-6,-2,-5
COc1ccc(NC(=O)N(C)C[C@H]2Oc3ccc(NC(=O)c4ccncc4)cc3CC(=O)N([C@H](C)CO)C[C@H]2C)cc1,-36,3,-16,-5,4,-4,4[16.7 µM],.
Cc1nn(-c2ccccc2)nc1C(=O)NNC(=O)c1cccc2ccccc12,.,15,27,2,-2,8,-5,-5
Cc1[nH]c2ccccc2c1C(=O)CSC(=S)N(C)C,-1,.,.,-5,.,2,-4,.
CSc1ccc(C(O)c2ncc(-c3cccc(F)c3)[nH]2)cc1 (configuration not stated),-2,-10,-21,-1,2,-24,7,3
O=C(NNC(=O)c1ccccc1Br)c1ccc2nc[nH]c2c1,.,.,2,3,47*,8,.,-4
Cc1cccc(N2CCN(C(=S)Nc3ccc4nc5n(c(=O)c4c3)CCCCC5)CC2)c1C,.,33,-3,.,-2,4,.,-4
COc1ccc(CN(C(=O)CSc2nnc(-c3ccc(F)cc3)o2)c2ccc(F)cc2)cc1,12,6,.,0,0,12,-4,.
O=c1oc(-c2ccc([N+](=O)[O-])cc2)nc2ccccc12,3,-28,-17,.,1,0,.,3
COc1ccc(-c2ccc(SCC(=O)N3CCOCC3)nn2)cc1,-3,-10,.,-1,0,-7,1,.
Cc1ccc(S(=O)(=O)N(CC(=O)NCCSCc2ccco2)c2cc(C)ccc2C)cc1,-16,.,.,2,.,.,-1,-1
CC(C)(OC(=O)c1cccs1)c1cc2ccccc2c(=O)o1,-6,-8,-8,1,.,2,-3,-1
CCCc1nc2c(sc3nc4c(cc32)COC(C)(C)C4)c(=O)n1CCN(CC)CC,0,-3,-6,2,3,-4,-9,-9
Cc1ccc(S(=O)(=O)N2CCN(C(=O)c3cccc(F)c3)CC2)cc1,-1,.,21,9,.,.,-5,7
NNC(=O)c1cc(-c2ccc(O)cc2)nc2ccc(Br)cc12,-9,15,-5,-3,-3,-13,0,-1
CCC(C)[C@H]1CNC(=O)C(=O)N1CC1CCCCC1 (some centres not stated),.,-3,4,.,0,-21,.,-12
CCc1ccc(S(=O)(=O)NC2CCCCNC2=O)cc1 (configuration not stated),-1,-3,29,-3,-3,5,-4,-3
C[C@@H]1CN([C@H](C)CO)C(=O)c2cc(NC(=O)Nc3ccc4c(c3)OCO4)ccc2O[C@@H](C)CCCCO[C@H]1CN(C)S(C)(=O)=O,5,-17,.,2,3,9,6[16.7 µM],.
Cn1c(=O)[nH]c(=O)c2c1nc(SCC(O)CO)n2CCCc1ccccc1 (configuration not stated),20,19,17,-1,-3,2,3,-6
N#C[C@H]1[C@@H](c2ccccc2-c2ccccc2)[C@@H](CO)N1C(=O)Cc1ccncc1,9,-3,.,.,.,20,.,2
Cc1nn(-c2ccc(F)cc2)c(Cl)c1/C=C(\CCC(=O)O)c1nc2ccccc2s1,9,.,.,8,.,-25,-9,4
C/C=C/c1ccc([C@@H]2[C@H](CO)N(CC3CCCC3)C23CN(C(=O)COC)C3)cc1,-8,0,.,.,1,-4,.,.
COc1ccc(-c2cnc3c(c2)C(=O)N([C@H](C)CO)C[C@H](C)[C@H](CN(C)Cc2cccc(C)c2)O3)cc1,7,1,-2,.,.,6,-12[16.7 µM],7
CCn1c(CC(=O)Nc2cccc(OC)c2)nnc1SCC(=O)N1CCN(c2ccccc2)CC1,-7,.,.,-2,.,.,4,-2
Cc1noc(C)c1NC(=O)Nc1ccc2c(c1)CC(=O)N([C@H](C)CO)C[C@@H](C)[C@H](CN(C)S(=O)(=O)c1c(C)noc1C)O2,-3,-3,-36,0,-2,4,5[16.7 µM],-3

# Continued:
SMILES,PGC1a acetyl inh,EWS-Fli block,PAX8 reporter,Cneo AK release,CASP6 VEID inh,LGR2 inh,miR122 inh,FN deposition inh
CC(CN1CCC(O)CC1)c1ccccc1 (configuration not stated),4,-6,-2,0,-1,-16,1,1
CCOc1ccc(CN(C)C(=O)CNC(=O)C2CCCCC2)cc1OC,-4,0,6,2,1,-12,-14,0
O=S(=O)(c1ccc(F)cc1)N1CCN(Cc2nnc(-c3ccccc3)o2)CC1,-8,5,-7,-1,-1,-16,-9,6
COc1ccc(CN(C)C[C@H]2OCCCC[C@@H](C)Oc3ccc(NC(=O)NC(C)C)cc3C(=O)N([C@@H](C)CO)C[C@H]2C)cc1,2,-1,5,.,.,10,-4[16.7 µM],.
O=C(C[C@@H]1CC[C@@H]2[C@H](COC[C@@H](O)CN2C(=O)Nc2ccc(C(F)(F)F)cc2)O1)NC1Cc2ccccc2C1,5,31,88*,-4,1,11,-6[16.7 µM],-13
CCCCn1c(=O)[nH]c(=O)c2c1nc(Cn1ncc(Cl)c(Cl)c1=O)n2CCC,.,46,97*,-1,5,24,-22,-15
O=C(C[C@H]1CC[C@@H]2[C@H](COC[C@@H](O)CN2C(=O)Nc2ccc(Cl)c(Cl)c2)O1)NCc1ccc(Cl)cc1,4,-3,5,-6,2,-13,-16[16.7 µM],-4
CC1c2[nH]c3ccccc3c2C[C@H]2C(=O)N(CCCN(C)C)CC(=O)N12 (some centres not stated),4,-7,-1,-5,-2,-14,1,2
C=Cc1ccc(Cn2c(C)c(C(=O)NCc3ccc(C#N)cc3)sc2=O)cc1,.,5,27,0,-1,10,.,-2
Fc1ccc(OCc2nc3ccccc3s2)cc1,.,-68,-141,.,0,-18,.,-4
COc1ccc(/C=N/Nc2cc(C)nc(-n3nc(C)cc3C)n2)c(OC)c1,.,4,23,.,3,9,.,-6
C[C@@H]1CN([C@H](C)CO)C(=O)c2cc(C#CC3CC3)cnc2O[C@@H]1CN(C)C(=O)CC1CC1,5,-17,.,0,-1,0,-5[16.7 µM],-38
CCOCc1nnc(NC(=O)C2CCN(C(=O)c3ccco3)CC2)s1,.,6,3,-5,0,-15,15,3
CCN(C[C@H]1N[C@H](CO)[C@@H]1c1ccc(C2=CCCC2)cc1)C(=O)c1ccncc1,-1,-12,-14,41,1,15,-12[16.7 µM],.
C[C@H]1CCCCO[C@@H](CN(C)Cc2ccccc2)[C@@H](C)CN([C@@H](C)CO)C(=O)c2cc(NC(=O)Nc3ccccc3)ccc2O1,9,13,38,0,-4,25,0[16.7 µM],7
COc1ccc(S(=O)(=O)N(C)C[C@H]2Oc3ccc(NS(=O)(=O)c4ccc(Cl)cc4)cc3C(=O)N([C@H](C)CO)C[C@@H]2C)cc1,-7,16,.,-4,0,16,0[16.7 µM],.
O=C(CSc1ccccc1)Nc1ccc(C(=O)Nc2cccc(O)c2)cc1,.,-4,-26,.,-2,-5,.,11
O=C(CCc1ccccn1)NC1CCCc2c1cnn2-c1ccc(F)cc1F (configuration not stated),-2,3,17,0,2,-12,6,-17
Cn1nc(C(C)(C)C)cc1C(=O)N1CCCCC1c1cc(C(=O)NCc2ccccc2)no1 (configuration not stated),-20,21,24,2,0,-10,1,.
C[C@@H]1CN([C@@H](C)CO)C(=O)Cc2cc(NC(=O)Cc3cn(C)c4ccccc34)ccc2O[C@H]1CN(C)C(=O)NC1CCCCC1,0,-7,-1,-4,0,-22,-4[16.7 µM],.
CCCNC(=O)N1CC2(CCN(C(=O)c3cccc(F)c3)CC2)c2c([nH]c3cc(OC)ccc23)[C@@H]1CO,4,-7,43,.,-1,5,.,-4
COCC(=O)N(C)C[C@H]1Oc2cc(-c3cccnc3)ccc2S(=O)(=O)N([C@H](C)CO)C[C@@H]1C,1,3,.,43,2,14,-9[16.7 µM],1
C/C(=N\OC(=O)c1c(-c2ccccc2Cl)noc1C)c1ccncc1,.,-2,-5,.,-1,2,.,.
CC(C(N)=O)N1C(=O)C2C3C=CC(C3)C2C1=O (configuration not stated),.,.,-34,-2,.,.,-3,6
C[C@H](O)C#Cc1ccc2c(c1)O[C@H](CN(C)C(=O)c1ccccc1)[C@H](C)CN([C@@H](C)CO)S2(=O)=O,-9,-2,.,15,0,3,-1[16.7 µM],-6

# Of the compounds above, 2 have a furan ring, fused or not.
SMILES,PGC1a acetyl inh,EWS-Fli block,PAX8 reporter,Cneo AK release,CASP6 VEID inh,LGR2 inh,miR122 inh,FN deposition inh
Cc1ccc(S(=O)(=O)N(CC(=O)NCCSCc2ccco2)c2cc(C)ccc2C)cc1,-16,.,.,2,.,.,-1,-1
CCOCc1nnc(NC(=O)C2CCN(C(=O)c3ccco3)CC2)s1,.,6,3,-5,0,-15,15,3

# One compound at a time, as listed above:
# C[C@@H]1CN([C@@H](C)CO)C(=O)Cc2cc(NC(=O)Cc3cn(C)c4ccccc34)ccc2O[C@H]1CN(C)C(=O)NC1CCCCC1 is listed as PGC1a acetyl inh: 0; EWS-Fli block: -7; PAX8 reporter: -1; Cneo AK release: -4; CASP6 VEID inh: 0; LGR2 inh: -22; miR122 inh: -4[16.7 µM]; FN deposition inh: .
# CC1c2[nH]c3ccccc3c2C[C@H]2C(=O)N(CCCN(C)C)CC(=O)N12 (some centres not stated) is listed as PGC1a acetyl inh: 4; EWS-Fli block: -7; PAX8 reporter: -1; Cneo AK release: -5; CASP6 VEID inh: -2; LGR2 inh: -14; miR122 inh: 1; FN deposition inh: 2

# Back to the main list, starting 2 compounds before the break.
SMILES,PGC1a acetyl inh,EWS-Fli block,PAX8 reporter,Cneo AK release,CASP6 VEID inh,LGR2 inh,miR122 inh,FN deposition inh
CC(C(N)=O)N1C(=O)C2C3C=CC(C3)C2C1=O (configuration not stated),.,.,-34,-2,.,.,-3,6
C[C@H](O)C#Cc1ccc2c(c1)O[C@H](CN(C)C(=O)c1ccccc1)[C@H](C)CN([C@@H](C)CO)S2(=O)=O,-9,-2,.,15,0,3,-1[16.7 µM],-6
CN(Cc1ccccc1)C1CCN(Cc2ccccc2[N+](=O)[O-])CC1,7,12,-8,1,-7,4,8,5
C[C@H](CO)N1C[C@H](C)[C@@H](CN(C)C(=O)C2CCC2)Oc2ncc(C#CC3CCCC3)cc2C1=O,5,11,.,7,-2,-12,18[16.7 µM],.
COC(=O)CSc1nnc(-c2cccs2)n1-c1ccc(Cl)cc1,9,.,-19,1,.,.,4,5
CCOC(=O)Cn1c(=O)oc2cc(S(=O)(=O)N3CCc4ccccc43)ccc21,-3,14,13,-1,-2,8,1,6
CCc1ccc(CCC(=O)Nc2ccc(C(C)=O)cc2)o1,4,.,-19,-3,.,.,-1,10
COc1cccc(-c2cnc(C(O)c3ccc(-c4ccccc4)cc3)[nH]2)c1 (configuration not stated),.,-10,-1,-5,1,13,0,1
CC(=O)OCCN1c2ccccc2Sc2cnccc21,17,-4,-37,-2,-1,11,7,15
Nc1nc2c([N+](=O)[O-])cccc2s1,.,1,24,.,0,-9,.,13
CO[C@H]1CN(C)C(=O)c2ccc(NC(=O)Nc3ccccc3F)cc2OC[C@H](C)N(C)C[C@@H]1C,-6,1,.,-7,0,0,2[16.7 µM],10
CCCCNC(=O)CSc1nc2ccccc2c(=O)n1CC1COc2ccccc2O1 (configuration not stated),-4,.,.,3,.,.,28,1
CO[C@@H]1CN(C)C(=O)c2cc(NS(C)(=O)=O)ccc2OC[C@@H](C)N(CC2CCOCC2)C[C@H]1C,9,-5,-3,5,1,9,.,-11
Cn1c(=O)c2c(nc(CN3CCc4ccccc4C3)n2Cc2ccc(F)cc2)n(C)c1=O,-6,9,.,3,14,6,-4,.
CCc1noc(C)c1C(=O)N1CCN(S(=O)(=O)c2ccc(C(C)=O)cc2)CC1,.,-3,6,.,-2,-8,.,5
Cc1cccc(NC(=O)C2(c3ccc([N+](=O)[O-])cc3)CCCC2)c1,-23,.,11,-2,.,.,-1,-12
O=C(COC(=O)c1ccccc1Cl)NCCC1=CCCCC1,.,4,-37,.,-1,-97,.,-4
CCOc1ccccc1N(CC(=O)Nc1ccccc1C(=O)O)S(C)(=O)=O,9,.,.,1,.,.,6,7

# Compound activity from PubChem.
